Screening results: PubChem BioAssay, several laboratories
MsrA inhibitor = bovine MsrA inhibition; purified bovine MsrA, absorbance read-out; actives 0.75% (n = 360,000); inhibition, % at 15.5 µM; in the data active means inhibition above about 4.5%;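 further: 0% = vehicle wells with enzyme and 100% = reference inhibitor wells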
Tb MetRS inh = blocks T. brucei methionyl-tRNA synthetase activity. actives 0.4% (n = 360,000). purified T. brucei MetRS, ATP depletion, Kinase-Glo luminescence. inhibition, % at 11.9 µM. AID 624268;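 active means inhibition above a per-plate cutoff of the control wells' mean inhibition plus 3 SD, cut at about 5.5% in these data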;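 further: 0% = DMSO wells median and 100% = median of wells with control inhibitor compound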
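Material: T. brucei methionyl-tRNA synthetase, purified; reagent: substrates ATP, L-methionine and bulk Escherichia coli tRNA; dosing: 11.9 µM single point; timing: 15 min plus 2 h at 25 °C; detection: luminescence of leftover ATP; evaluation: % inhibition; control set: DMSO-only wells as low control; replicates: singlicate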
SKN-1 block = C. elegans SKN-1 inhibition | C. elegans VP596 Pgst-4::GFP/RFP ratio, acrylamide-induced, 24 h | inhibition, % at 21.8 µM | actives 0.49% (n = 360,000) | AID 624304;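 active means interference check ratio from 0.5 to 1.5 plus GFP to RFP signal ratio inhibition reaching or exceeding a fixed threshold, cut at about 30% in these data, passing the limit was not always enough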; further: some compounds called inactive have numbers as strong as hits
FAS TE block = blocks the thioesterase domain of human fatty acid synthase | P49327 | recombinant FAS-TE, OMFH fluorogenic substrate, fluorescence endpoint | inhibition, % at 15 µM | actives 0.67% (n = 360,000);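 active means compounds whose normalised, plate-corrected inhibition of enzyme fluorescence in the single-dose primary screen is 50% or more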;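 further: 0% = DMSO with enzyme and 100% = substrate without enzyme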
eLon inh = inhibits E. coli Lon protease. AID 602123. P0A9M0. inhibition, % at 7.94 µM. actives 0.42% (n = 360,000). purified E. coli Lon protease, fluorescence polarization; in the data active means inhibition above about 13%, passing the limit was not always enough;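 further: 0% = enzyme with probe and DMSO and 100% = no enzyme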
MT1-MMP act inh = inhibitors of human MT1-MMP activation; actives 0.061% (n = 360,000); HT1080 RFP-PRO-GFP cells, GFP/RFP ratio fluorescence, overnight; percent of plate control window, DMSO zero; P50281; GFP/RFP ratio change, % at 20 µM;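 active means GFP/RFP ratio change of at least 30% with cell ATP level not reduced by more than half and red fluorescence within 50% of control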; further: strong numbers were not always called active
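Material: RFP-PRO-GFP reporter HT1080 cells. Dosing: single-point 20 µM compound, 1% DMSO. Controls: DMSO and RFP-L50D-GFP cell wells. Timing: cells overnight before dosing, compound overnight, 37 °C, 5% CO2. Measure: GFP/RFP fluorescence ratio.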
MLLE-PAM2 inh = blocks PAM2 peptide binding to the PABP1 MLLE domain | AID 588489 | P11940 | GST-MLLE / FITC-PAM2 fluorescence polarization | actives 0.36% (n = 360,000) | inhibition, % at 20 µM; in the data active means inhibition above about 35%, passing the limit was not always enough;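 further: plate controls were DMSO wells with GST-MLLE for no effect and wells lacking GST-MLLE protein for full effect; some results filed as inactive read as strong as hits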
bovine MsrA act = activates bovine MsrA enzyme; purified bovine MsrA, absorbance read-out; activation, % at 10.6 µM; actives 0.3% (n = 360,000); in the data active means activation above about 7.5%;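 further: 0% = vehicle and 100% = reference activator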
NRP1-CendR mod = alters CendR peptide binding to human NRP-1. O14786. FAM-RPARPAR peptide binding to NRP-1, fluorescence polarization. inhibition, % at 25 µM. actives 0.85% (n = 360,000). AID 602438;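 active means inhibition or corrected inhibition above about 18%, plus a signal ratio from 0.5 to 1.5, limit read from the data, passing the limit was not always enough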; further: strong numbers were not always called active
Target sequence (O14786 whole entry, looked up): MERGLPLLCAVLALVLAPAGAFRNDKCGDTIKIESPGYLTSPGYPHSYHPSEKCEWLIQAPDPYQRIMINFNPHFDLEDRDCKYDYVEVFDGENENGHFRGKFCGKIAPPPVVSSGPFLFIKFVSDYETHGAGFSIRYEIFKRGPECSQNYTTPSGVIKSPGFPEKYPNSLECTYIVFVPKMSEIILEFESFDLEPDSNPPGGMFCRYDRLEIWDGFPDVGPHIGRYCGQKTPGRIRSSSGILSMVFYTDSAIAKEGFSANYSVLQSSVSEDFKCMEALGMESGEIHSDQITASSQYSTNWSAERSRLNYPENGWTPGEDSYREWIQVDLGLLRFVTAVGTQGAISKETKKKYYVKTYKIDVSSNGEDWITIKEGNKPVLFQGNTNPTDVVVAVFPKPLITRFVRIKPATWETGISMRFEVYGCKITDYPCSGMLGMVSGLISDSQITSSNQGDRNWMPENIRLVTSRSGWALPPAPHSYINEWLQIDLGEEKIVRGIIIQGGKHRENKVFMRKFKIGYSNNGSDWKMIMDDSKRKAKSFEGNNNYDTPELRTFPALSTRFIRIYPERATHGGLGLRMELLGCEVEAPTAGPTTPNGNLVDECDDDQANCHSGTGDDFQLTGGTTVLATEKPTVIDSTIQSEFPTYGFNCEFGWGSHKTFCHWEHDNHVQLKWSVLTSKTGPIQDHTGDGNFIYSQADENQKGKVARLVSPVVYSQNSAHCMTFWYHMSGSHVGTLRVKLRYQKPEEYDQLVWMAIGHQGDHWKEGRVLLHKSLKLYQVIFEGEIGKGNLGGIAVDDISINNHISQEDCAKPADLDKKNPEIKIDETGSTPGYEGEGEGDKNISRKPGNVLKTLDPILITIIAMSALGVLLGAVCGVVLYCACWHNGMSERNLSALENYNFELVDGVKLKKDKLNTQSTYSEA
* = called active by the depositor; nt = not tested or not shown. This is a random part of the collection; overall some 4% were active at least once.

1: CC(=O)c1cccc(NC(=O)COC(=O)COc2c(Cl)cc(Cl)c3ccc(C)nc23)c1
2: COc1ccc(NC(=O)CSc2nc3ccccc3c(=O)n2-c2ccc3c(c2)OCO3)c(OC)c1
3: O=C(CSc1ccccn1)Nc1nc2ccc(Br)cc2s1
4: Cc1ccc(C(=O)NNC(=S)NC(=O)c2ccco2)cc1
5: CC(C)N(C(=NCc1ccccc1)NC(=O)c1ccccc1)C(C)C
6: CCOc1ccc(CNc2nnnn2C)cc1OC
7: COc1ccc(C)cc1NC(=O)c1ccc2c(O)c(S(=O)(=O)c3ccccc3)c(=O)[nH]c2c1
8: CN(C(=O)COC(=O)/C=C/c1ccc(S(=O)(=O)N2CCc3ccccc32)cc1)C1CCS(=O)(=O)C1 (stereo unspecified)

Screen / compound no.,1,2,3,4,5,6,7,8
MsrA inhibitor,-1.0,-0.2,nt,2.2,0.8,-1.6,2.1,0.9
Tb MetRS inh,-1.2,-0.7,-0.1,-0.1,0.2,-0.3,-0.9,-1.3
SKN-1 block,-4,14,-9,0,35,21,-14,4
FAS TE block,-9,31,21,-4,-9,-6,-7,-8
eLon inh,-11,6,-1,8,0,-3,-3,1
MT1-MMP act inh,5,-2,0,-2,8,-1,1,0
MLLE-PAM2 inh,-4,-9,-12,-20,-18,-4,7,2
bovine MsrA act,-4,-1,4,0,-2,-1,-6,-12
NRP1-CendR mod,-7,-10,-7,10,20,3,-12,7

3 compounds picked at random from those above:
2: COc1ccc(NC(=O)CSc2nc3ccccc3c(=O)n2-c2ccc3c(c2)OCO3)c(OC)c1
5: CC(C)N(C(=NCc1ccccc1)NC(=O)c1ccccc1)C(C)C
7: COc1ccc(C)cc1NC(=O)c1ccc2c(O)c(S(=O)(=O)c3ccccc3)c(=O)[nH]c2c1

Screen / compound no.,2,5,7
MsrA inhibitor,-0.2,0.8,2.1
Tb MetRS inh,-0.7,0.2,-0.9
SKN-1 block,14,35,-14
FAS TE block,31,-9,-7
eLon inh,6,0,-3
MT1-MMP act inh,-2,8,1
MLLE-PAM2 inh,-9,-18,7
bovine MsrA act,-1,-2,-6
NRP1-CendR mod,-10,20,-12

(further entries)
9: CCCCCc1nnc(NC(=O)C2COc3ccccc3O2)s1 (stereo unspecified)
10: COc1cccc(NC(=O)CN(C)C(=O)CCNS(=O)(=O)c2ccc(C)cc2)c1
11: O=C(CCCN1C(=O)/C(=C\c2ccccc2)SC1=S)Nc1cccc(C(=O)O)c1
12: COC(=O)CSc1nnc2cc(C)c3ccccc3n12
13: COc1ccc(-c2nn3c(-c4ccco4)nnc3s2)cc1OC
14: Cc1sc(C(=O)Nc2ccc3ccccc3c2)cc1CC(=O)O
15: CC(=O)N1CCN(S(=O)(=O)c2ccc(S(=O)(=O)NCC(C)C)cc2)CC1
16: Cn1c(=O)c2c(nc(SCC(=O)Nc3ccccc3)n2C)n(C)c1=O

Screen / compound no.,9,10,11,12,13,14,15,16
MsrA inhibitor,1.1,0.3,1.5,0.7,-1.0,1.2,nt,0.9
Tb MetRS inh,-0.4,-0.2,0.0,-1.0,0.1,-0.5,-1.7,-0.4
SKN-1 block,10,-1,22,-2,-2,2,-31,8
FAS TE block,-3,-2,4,-7,-2,-6,-4,-1
eLon inh,-8,5,-7,-5,-3,-1,-2,-2
MT1-MMP act inh,-2,0,0,3,5,3,-15,0
MLLE-PAM2 inh,-1,-1,11,3,3,6,-11,1
bovine MsrA act,-1,-3,-2,-5,-3,-1,-13,0
NRP1-CendR mod,-2,1,-19,-7,-7,9,1,5

17: O=C(NC(=S)Nc1ccc(S(=O)(=O)Nc2nccs2)cc1)c1cccc(F)c1
18: O=C(COC(=O)CSc1ccccc1)Nc1ccc(F)cc1F
19: CCn1cc(/C=C(\NC(=O)c2ccccc2OC)C(=O)NCCN2CCOCC2)c2ccccc21
20: CC(=O)c1ccc(OCc2cc(C(=O)N3CC[C@@H]4CCCC[C@H]4C3)no2)cc1
21: O=C(C1CCN(Cc2ccc(OCc3ccccc3)cc2)CC1)N1CCCC1
22: COc1ccc(/C=N/OCC(=O)N(Cc2ccccc2)c2ccccc2C(=O)O)cc1
23: COc1ccc2c(C)cc(SCC(=O)N3CCOCC3)nc2c1
24: Cc1ccc(Nc2nnc(SC(C)C(=O)NCC3CCCO3)s2)cc1C (stereo unspecified)

Screen / compound no.,17,18,19,20,21,22,23,24
MsrA inhibitor,-0.1,-0.4,4.7*,0.4,1.0,-1.3,1.6,1.1
Tb MetRS inh,-1.0,-0.3,-0.3,-0.5,0.1,0.0,-1.4,-0.5
SKN-1 block,6,11,-1,9,6,9,-11,-12
FAS TE block,-6,-2,-8,16,-3,-7,-128,-7
eLon inh,-7,-1,-11,2,-2,2,-68,-5
MT1-MMP act inh,2,0,4,0,2,2,-128,-1
MLLE-PAM2 inh,29,9,0,-11,-3,12,-86,-32
bovine MsrA act,-2,-3,-7,-6,-2,-4,-10,4
NRP1-CendR mod,-9,-6,-4,9,4,-2,-104,2

25: COc1cc2c(c(OC)c1OC)-c1ccc(NCc3ccccc3)c(=O)cc1C(NC(C)=O)CC2 (stereo unspecified)
26: Nc1cc(-c2ccc(Cl)cc2)nn1-c1ccccc1
27: CC(=O)Nc1ccc(S(=O)(=O)NCC(=O)NCCc2ccc(S(N)(=O)=O)cc2)cc1
28: CCC(=O)NC(=S)Nc1cccc(NC(=O)c2ccccc2)c1
29: COc1ccc(CCNC(=O)c2cccc3c2C(=O)N(C2CCCCC2)C3)cc1OC
30: COCCN(Cc1cn[nH]c1-c1ccc2cc(OC)ccc2c1)C(C)C
31: O=c1cnnc(Nc2ccccc2)[nH]1
32: CCOC(=O)c1c(NC(=O)C2CCN(S(=O)(=O)c3ccc(Cl)cc3)CC2)sc2c1CCCC2

Screen / compound no.,25,26,27,28,29,30,31,32
MsrA inhibitor,1.3,2.6,1.9,-0.1,0.7,2.5,2.6,-0.3
Tb MetRS inh,0.3,-0.8,-0.5,-0.7,0.0,-0.9,2.0,-0.3
SKN-1 block,1,8,-6,-4,8,-4,-3,4
FAS TE block,39,6,-7,-1,11,-7,-6,28
eLon inh,-5,6,-3,2,4,12,2,-4
MT1-MMP act inh,21,-4,0,3,-1,-1,7,-1
MLLE-PAM2 inh,-6,2,1,3,-3,-2,15,2
bovine MsrA act,-3,0,-2,-3,1,3,-3,-3
NRP1-CendR mod,2,1,17,-2,2,2,2,-11

33: CN(Cc1ccccn1)C(=O)c1cc(COc2ccc(F)cc2Cl)on1
34: Cc1cccc(OC(C)C(=O)N/N=C\c2ccncc2)c1 (stereo unspecified)
35: CN1C(=O)c2ccccc2C(C(=O)O)C1c1cn(C)c2ccccc12 (stereo unspecified)
36: C=CCOC(=O)C1=C(C)Nc2nnnn2C1c1cc(OC)ccc1OC (stereo unspecified)
37: Cc1ccc(CS(=O)(=O)CC(C)(O)c2ccc(Cl)cc2)cc1 (stereo unspecified)
38: Nc1nc(Nc2cccc(F)c2)nc(NCCO)c1[N+](=O)[O-]
39: O=C1COc2ccc(C(=O)COC(=O)Cc3ccccc3F)cc2N1
40: O=C(C[n+]1cccc(/C=N/O)c1)N(Cc1ccccc1)Cc1ccccc1

Screen / compound no.,33,34,35,36,37,38,39,40
MsrA inhibitor,-1.1,0.6,-1.9,-0.2,-0.5,2.0,-0.9,-2.0
Tb MetRS inh,0.0,-2.1,0.3,-0.2,-1.4,0.6,-0.3,-0.5
SKN-1 block,18,5,11,8,-4,1,7,-3
FAS TE block,-2,-4,-10,-8,2,-2,-8,-7
eLon inh,-13,12,-9,-1,-1,5,-5,1
MT1-MMP act inh,1,0,0,-1,1,-1,1,4
MLLE-PAM2 inh,13,5,-14,16,-1,3,5,-11
bovine MsrA act,0,-3,-3,2,-8,-4,-2,-4
NRP1-CendR mod,5,-2,-10,4,-6,3,1,-6

41: Cc1ccc(OCC(=O)OC(C)CN(C)Cc2ccccc2)cc1 (stereo unspecified)
42: O=C(CSc1nnc(-c2ccc(F)cc2)o1)Nc1ccccc1N1CCOCC1
43: CCCC1CCC(c2ccc(/C(N)=N/O)cc2)CC1 (stereo unspecified)
44: O=C(Cn1cnc2ccccc2c1=O)Nc1ccccc1N1CCOCC1
45: COc1ccc(C(=O)NCCc2cnc[nH]2)cc1OC
46: O=C(NC1CCCCCCC1)c1cccc(S(=O)(=O)N2CCOCC2)c1
47: COC(=O)CCC(=O)Nc1nnc(C(F)(F)F)s1
48: CCOC(=O)Nc1cccc(OCC(=O)Nc2ccc(OC)cc2OC)c1

Screen / compound no.,41,42,43,44,45,46,47,48
MsrA inhibitor,0.9,1.6,1.0,-0.1,1.0,-0.1,-0.3,2.1
Tb MetRS inh,-0.7,-0.6,-0.6,-0.5,-0.3,-0.3,-0.3,-0.9
SKN-1 block,2,-2,16,3,4,-18,-13,-21
FAS TE block,-3,-1,-67,-6,-4,-2,-5,5
eLon inh,0,3,2,-7,3,-7,-4,-3
MT1-MMP act inh,2,3,-7,2,6,2,-2,16
MLLE-PAM2 inh,-12,-11,4,-11,9,3,-5,-23
bovine MsrA act,-3,-1,-2,-1,-8,-1,-3,-13
NRP1-CendR mod,-4,4,-15,4,-1,5,-4,8

49: CCCCCCCC/C=C\CCCCCCCC(=O)NCCc1ccc(O)c(O)c1
50: COc1ccccc1OC(C)C(=O)Nc1ccccc1C(=O)NCc1cccnc1 (stereo unspecified)
51: CCCn1c(C(C)NC(=O)c2ccccc2)nc2ccccc21 (stereo unspecified)
52: CCOC(=O)CC(=O)Nc1nnc(C(C)C)s1
53: CC(=O)c1ccc(N2C(=O)NC3(CCCCC3)C2=O)cc1
54: CCn1ccnc1CN(C)C(=O)c1cc(COc2c(F)cccc2F)on1
55: COCCC(=O)N1CCOCC1c1cc(C(=O)Nc2ccccc2)no1 (stereo unspecified)
56: CN(C)c1oc(-c2ccccc2Cl)nc1C#N

Screen / compound no.,49,50,51,52,53,54,55,56
MsrA inhibitor,0.9,0.5,-0.2,-0.7,-0.7,0.6,-0.8,1.1
Tb MetRS inh,0.1,-0.8,0.1,-1.1,-0.8,-0.9,-0.1,-0.3
SKN-1 block,-5,16,11,0,6,3,12,-1
FAS TE block,-7,-7,-3,-5,0,-9,-6,36
eLon inh,8,0,3,-11,-4,-8,-1,-5
MT1-MMP act inh,-29,-1,-9,-1,3,2,-1,0
MLLE-PAM2 inh,-18,13,-15,-11,-15,-1,-6,-6
bovine MsrA act,-6,-8,-2,1,7,-6,-1,-4
NRP1-CendR mod,-4,10,-10,14,5,-3,1,13

57: Cc1cc(OCC(=O)Nc2ccc(S(=O)(=O)NC3=NCCCCC3)cc2)c(C(C)C)cc1Cl
58: CCCCOc1ccc(N(CC(=O)NC2CCCC2)C(=O)CCC(=O)Nc2ccccn2)cc1
59: CCOC(=O)c1c(C=O)c(C)n(Cc2ccccc2Cl)c1C
60: CCCC(=O)NCc1cc(-c2nn(C)c(=O)c3ccccc23)ccc1C
61: CN(C)CC(O)COc1ccc(C(C)(C)c2ccc(OCC(O)CN(C)C)cc2)cc1 (stereo unspecified)

Screen / compound no.,57,58,59,60,61
MsrA inhibitor,1.4,0.4,-0.5,0.3,-1.2
Tb MetRS inh,-0.7,-0.9,-0.7,-0.3,-0.3
SKN-1 block,10,-5,-1,10,17
FAS TE block,29,2,8,-1,-4
eLon inh,7,-1,6,-8,-6
MT1-MMP act inh,-10,-2,-1,2,4
MLLE-PAM2 inh,9,7,0,1,1
bovine MsrA act,-1,-3,-8,7,-2
NRP1-CendR mod,7,2,-6,1,1
